PTHR1 agonist = qHTS for PTHR1 Agonists: Primary Screen | HEK293 GP2 PTHR1 cells, GloSensor cAMP luminescence, 1 h | Potency, µM (doses to about 115 µM), inactives show top-dose activation, actives largely listed as activators | AID 743266, 2014 | Parathyroid hormone/parathyroid hormone-related peptide receptor (Homo sapiens), Q03431 | 410,000 compounds, 0.075% hits; note: nearly all actives have a fitted effect of over 55% in size; some results filed as inactive show a strong effect at the top dose; inactives centre near -15; many of its hits are not listed in these tables
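HEK-293-derived GP2 cells expressing PTHR1 and a GloSensor cAMP reporter, 3,000/well, plated overnight, given luciferin plus IBMX (each 0.5 mM as added) for 1 h at 37 °C, then compound for 1 h at 37 °C. Luminescence was read after 15 min at room temperature.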
aSyn yeast inh = qHTS of alpha-syn Inhibitors | Yeast expressing alpha-synuclein, growth rescue, BacTiter-Glo, 24 h | Potency, µM (top dose mostly 46.1 µM), without a hit: at the highest dose growth rescue (activation), actives largely listed as activators | 370,000 compounds, 0.14% hits; note: % of control where 0% means no effect; nearly all actives have a fitted effect of over 65% in size
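Screening used galactose-induced yeast with toxic alpha-synuclein levels, exposed to compound for 24 hr at 30 deg C. Cell growth, read with BacTiter-Glo luminescence, gave the measured signal.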
FUS yeast rescue = qHTS for Suppressors of FUS Proteinopathy: Primary screen using FUS-linked yeast assay; S. cerevisiae FUS-expressing, growth rescue, OD600, 24 h; Potency, µM (highest dose often 76.6 µM), for the others: top-dose growth rescue (activation), most hits filed as activators; 390,000 compounds, 0.24% hits;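 note: plate controls were DMSO vehicle for no effect and reference control for full effect; nearly all actives have a fitted effect of over 55% in size; some results filed as inactive show a strong effect at the top dose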
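Steps: raffinose overnight preculture; dilution to OD 0.005 in 2% galactose minimal medium; compound addition (concentration series); 24hr at 30C, 99% humidity; absorbance read at 600 nm.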
EPAC2 ag = qHTS for Agonist of cAMP-regulated guanine nucleotide exchange factor 4 (EPAC2): primary screen | Potency, µM (highest dose often 154 µM), for the others: at the top dose activation, most hits filed as activators | 360,000 compounds, 0.079% hits | Rap guanine nucleotide exchange factor 4 (Homo sapiens), Q8WZA2 | EPAC2 activation, biochemical qHTS; response scale: 100% = 6.5 mM cAMP response | AID 720711, 2013; note: nearly all actives have a fitted effect of over 50% in size
Target sequence (Q8WZA2 whole entry, looked up): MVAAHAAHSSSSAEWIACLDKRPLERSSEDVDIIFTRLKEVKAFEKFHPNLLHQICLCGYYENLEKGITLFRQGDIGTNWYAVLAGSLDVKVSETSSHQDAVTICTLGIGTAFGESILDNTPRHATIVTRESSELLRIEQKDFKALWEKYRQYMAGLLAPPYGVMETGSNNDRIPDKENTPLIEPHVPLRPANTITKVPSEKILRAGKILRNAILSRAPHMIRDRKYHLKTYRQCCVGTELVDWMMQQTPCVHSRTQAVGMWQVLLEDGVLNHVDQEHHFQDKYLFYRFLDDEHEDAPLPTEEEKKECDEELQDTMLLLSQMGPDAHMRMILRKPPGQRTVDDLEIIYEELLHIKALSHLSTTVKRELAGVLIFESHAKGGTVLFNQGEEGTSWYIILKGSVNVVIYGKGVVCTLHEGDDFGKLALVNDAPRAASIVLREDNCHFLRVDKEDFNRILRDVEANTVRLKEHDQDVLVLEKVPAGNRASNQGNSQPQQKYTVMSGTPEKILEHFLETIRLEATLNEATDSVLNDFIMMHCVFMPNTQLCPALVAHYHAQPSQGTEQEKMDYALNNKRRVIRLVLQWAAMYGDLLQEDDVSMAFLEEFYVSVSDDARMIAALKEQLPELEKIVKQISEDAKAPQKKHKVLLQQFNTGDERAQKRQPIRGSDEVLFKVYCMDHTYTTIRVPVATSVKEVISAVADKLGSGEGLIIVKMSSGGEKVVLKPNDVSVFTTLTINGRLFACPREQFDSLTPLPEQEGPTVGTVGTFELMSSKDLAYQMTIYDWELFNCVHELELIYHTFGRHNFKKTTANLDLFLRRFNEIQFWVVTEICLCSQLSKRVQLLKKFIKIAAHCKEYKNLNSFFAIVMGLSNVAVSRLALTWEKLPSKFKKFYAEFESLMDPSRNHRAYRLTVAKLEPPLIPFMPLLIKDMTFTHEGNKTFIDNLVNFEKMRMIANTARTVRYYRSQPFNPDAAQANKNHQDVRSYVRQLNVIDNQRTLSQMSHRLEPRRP
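Fluorescence exchange assay: 100 nM EPAC2 with 250 nM RAP1B-BODIPY-GDP and 50 uM GDP; compounds tested as a concentration-titration series (qHTS). Loss of Rap1-bound BODIPY-GDP fluorescence read at 480/540 nm; data normalized to 6.5 mM cAMP.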
EPAC1 antag = qHTS for Antagonist of cAMP-regulated guanine nucleotide exchange factor 3 (EPAC1): primary screen; Rap guanine nucleotide exchange factor 3 (Homo sapiens), O95398; EPAC1 GEF assay, Rap1b-BODIPY-GDP exchange fluorescence; Potency, µM (top dose mostly 115 µM), without a hit: at the top dose activity change, negative = inhibition, hits mostly inhibitors; 360,000 compounds, 0.14% hits; AID 720709, 2013;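 note: plate controls were vehicle for no effect and positive control for full effect; nearly all actives have a fitted effect of over 50% in size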
EPAC2 antagonist = qHTS for Antagonist of cAMP-regulated guanine nucleotide exchange factor 2 (EPAC2): primary screen. 360,000 compounds, 0.18% hits. Rap guanine nucleotide exchange factor 4 (Homo sapiens), Q8WZA2. EPAC2 GEF exchange of Rap1B-BODIPY-GDP, fluorescence. Potency, µM (top dose mostly 114 µM), without a hit: top-dose activity, negative = inhibition, most hits filed as inhibitors; note: % is set by controls: 0 for no effect and ±100 for the full control effect; nearly all actives have a fitted effect of over 45% in size; many of its hits are not listed in these tables
EPAC1 agonist = qHTS for Agonist of cAMP-regulated guanine nucleotide exchange factor 3 (EPAC1): primary screen | Rap guanine nucleotide exchange factor 3 (Homo sapiens), O95398 | EPAC1 agonist qHTS, biochemical assay; response scale: 100% = response to 6.5 mM cAMP | Potency, µM (doses to about 154 µM), inactives show at the top dose activation, actives largely listed as activators | 360,000 compounds, 0.073% hits | AID 720707, 2013; note: nearly all actives have a fitted effect of over 60% in size
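Read-out is the fluorescence drop as BODIPY-GDP leaves Rap1B (480 nm excitation, 540 nm emission), recorded every 5 minutes over 30 minutes. Reactions held 100 nM EPAC1, 250 nM Rap1B–BODIPY-GDP and 50 uM GDP, with 6.5 mM cAMP setting full activation.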
TDP43 rescue = qHTS of TDP-43 Inhibitors; TDP-43 expressing yeast growth rescue, BacTiter-Glo, 24 h; Potency, µM (titrated, usually from 46.1 µM), without a hit: top-dose growth rescue (activation), most hits filed as activators; 410,000 compounds, 1.8% hits; AID 652104, 2013; note: % of control where 0% means no effect; nearly all actives have a fitted effect of over 50% in size
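Yeast expressing TDP-43 (pregrown in raffinose, seeded at OD600=0.02 in galactose medium) exposed to compounds 24 hr at 30 deg C. Growth read by BacTiter-Glo luminescence; rescue of toxicity appears as increased signal.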
Active calls of the source: *; i = inactive; ? = inconclusive; . = not tested or not shown; [ ] = remark or other dose. Calls come from the whole dose curve; as a rule, active = well fitted curve in the direction sought with a large enough effect; inconclusive = small, poorly fitted or top-dose-only effect, or another doubt; inactive = no such curve, though single readings can be large; an effect the other way counts as inactive or inconclusive. Potency is the fitted concentration of half-maximal effect. Not all compounds are listed, so the mix of outcomes need not match the whole.

Below each compound – TDP43 rescue | EPAC2 ag | EPAC1 agonist | EPAC1 antag | FUS yeast rescue | aSyn yeast inh | EPAC2 antagonist | PTHR1 agonist
CN(CCCN1CCCCC1)C(=O)CCc1nnc(C2CCCCC2)o1
  7%[9.22 µM] | -3% | 13% | 12% | 20% | -2% | 8% | i
CCCCN(C(=O)C1CC(=O)N(c2ccc3c(c2)OCCO3)C1)c1c(N)n(CCCC)c(=O)[nH]c1=O (configuration not stated)
  8% | 7% | -4% | -6% | 16% | -1% | 3% | -15%
COc1cccc(C(O)c2nc(-c3cccc(CO)c3)cs2)c1 (configuration not stated)
  17% | 4% | 4% | -16% | -3% | ? | 7% | -28%
CCCn1c(N)c(C(=O)CSc2nc3ccccc3s2)c(=O)[nH]c1=O
  25%[9.22 µM] | -2% | -8% | -1% | 10% | -1% | 4% | -45%[inhibitor]
O=C(CN1CCN(S(=O)(=O)c2ccc(Br)cc2)CC1)Nc1ccccc1F
  3% | 14% | 20% | -2% | 22% | 19% | -1% | -10%
CCN(CC)CCN1C(=O)C2C(C(=O)Nc3cc(C)cc(C)c3)C3C=CC2(O3)C1C(=O)NC1CCCCC1 (configuration not stated)
  13% | 9% | 6% | 1% | -11% | 5% | -1% | -21%
Cc1cn([C@H]2C[C@H](O)[C@@H](/C=C/C(=O)NCc3cccc4ccccc34)O2)c(=O)[nH]c1=O
  27% | -1% | -3% | -12% | -3% | 0% | 4% | 18%
COc1ccccc1N1CCN(C(=O)c2cc3c(s2)CCCCC3)CC1
  22µM* | 12% | 4% | -18% | 37% | 2% | -10% | -5%
O=C(c1ccco1)N1CCN(Cc2cn[nH]c2-c2ccc(F)cc2F)CC1
  14% | -1% | 14% | -2% | -21% | 0% | -7% | i
COCCNC(=S)N(CCc1c(C)[nH]c2ccccc12)Cc1cccnc1
  18% | 4% | 8% | -2% | 11% | -6% | -7% | -5%
CCCCOc1ncnc2c1[nH]c1ccc(F)cc12
  22% | 8% | -1% | -18% | -11% | -4% | -3% | -68%[inhibitor][57.5 µM]
CCCC1S/C(=N/N=C/c2ccco2)NC1=O (configuration not stated)
  -5% | 9% | -2% | 9% | . | -10% | 5% | i
COc1ccc(OC)c(NC(=O)CSc2nnnn2C)c1
  11% | -1% | -8% | 3% | -5% | 3% | 1% | -13%
COc1ccc(C)cc1NC(=O)C1CC(=O)N(CCc2ccccc2)C1 (configuration not stated)
  2% | -7% | 10% | -3% | 7% | 3% | 0% | -10%
CC(=O)Nc1ccc(NC(=O)CSc2nncn2C)cc1
  5% | 7% | 11% | -4% | -22% | 3% | -4% | i

Ordered by the number under EPAC1 agonist (smallest number first): three from the list above.
Compound	EPAC1 agonist
CCCCN(C(=O)C1CC(=O)N(c2ccc3c(c2)OCCO3)C1)c1c(N)n(CCCC)c(=O)[nH]c1=O (configuration not stated)	-4%
CCCC1S/C(=N/N=C/c2ccco2)NC1=O (configuration not stated)	-2%
COc1cccc(C(O)c2nc(-c3cccc(CO)c3)cs2)c1 (configuration not stated)	4%

(listing goes on)
Below each compound – TDP43 rescue | EPAC2 ag | EPAC1 agonist | EPAC1 antag | FUS yeast rescue | aSyn yeast inh | EPAC2 antagonist | PTHR1 agonist
COc1ccccc1NC(=O)c1cccs1
  ? | 8% | 12% | 6% | 4% | -9% | 0% | i
COc1ccc(NS(=O)(=O)c2cc(NC(=O)/C=C/c3cc(OC)ccc3OC)ccc2N2CCCCC2)cc1
  11% | 1% | 6% | 14% | . | 4% | -14% | i
COc1ccc(-c2cc(NC(C)=O)c3ncc(-c4ccccc4)n3c2)c(OC)c1
  40% | 6% | 11% | -15% | 43% | ? | -4% | i
CCOc1cc(C(=O)Nc2ccccc2N2CCN(S(C)(=O)=O)CC2)cc(OCC)c1OCC
  17% | -3% | 0% | 3% | 28% | -7% | -1% | 13%[57.5 µM]
COc1ccc(Nc2ccccc2NC(=O)c2ccccc2Br)cc1
  16µM* | 10% | 14% | -11% | 15% | 8% | -24% | -32%[inhibitor]
COCCN1Cc2cccc(C(=O)NCc3ccccc3OC)c2C1=O
  4% | -1% | 4% | 20% | 7% | -7% | 8% | i
COc1ccc(C(C[N+](=O)[O-])c2c(-c3ccccc3)cc3ccccn23)cc1 (configuration not stated)
  0% | 8% | 10% | 16% | 36% | 9% | 3% | -32%[inhibitor]
Brc1cc2[nH]cnc2c2ccccc12
  11% | 6% | -2% | -9% | 27% | 7% | -3% | -39%[inhibitor][57.5 µM]
O=C(NCc1ccc2c(c1)OCO2)c1cnc2ccccn2c1=O
  -10% | 5% | -1% | 8% | 15% | -9% | 10% | -6%[57.5 µM]
O=C(CSc1nc2cc([N+](=O)[O-])ccc2n1-c1ccccc1)NCc1ccc2c(c1)OCO2
  -1% | -2% | -19% | -15% | . | 0% | 2% | -4%
CN(c1ccccc1)S(=O)(=O)c1cccc(C(=O)NCc2ccccc2CN2CCCC2)c1
  8% | 7% | 10% | -6% | 7% | -1% | -8% | i
COc1cc(C)c(Br)cc1S(=O)(=O)NCc1ccccc1
  -27% | 7% | 4% | -6% | -17% | -2% | -5% | ?
Cc1nc(NC(=O)C2CC2)sc1C
  -2% | 13% | 11% | -29% | . | -6% | -3% | 0%
COc1ccccc1-c1cnc(C(O)c2ccc(C)cc2)[nH]1 (configuration not stated)
  19% | 4% | -2% | -9% | -19% | 5% | 14% | i
CN(C)S(=O)(=O)c1cccc(N=C2NN=C(c3ccccc3)CS2)c1
  0% | 2% | 5% | ? | ? | -6% | 7% | i
CCc1ccc(/C=C2\SC(=S)N(CCCC(=O)N(CCO)c3ccccc3)C2=O)cc1
  35µM* | 3% | -9% | -10% | 22µM* | 20% | -4% | -20%
CN(Cc1nc2ccccc2n1C)C(=O)c1ccco1
  0% | 3% | -3% | 6% | -25% | 0% | 4% | i
Cc1sc2ncn(CC(=O)Nc3cccc(S(N)(=O)=O)c3)c(=O)c2c1-c1ccccc1
  -3% | 22% | 10% | 0% | 12% | -2% | -3% | i
COc1ccc(-n2nnnc2C2(C)CCC(=O)N2Cc2ccccc2)cc1 (configuration not stated)
  24% | 6% | 8% | 1% | -1% | 6% | 4% | -16%
CCOC(=O)c1c(S(=O)(=O)NCC2CCN(CCc3cccs3)CC2)c(C)n(C)c1C
  -12% | 12% | -7% | 8% | 44% | -2% | 19% | -3%
CCN1/C(=C/C(=O)c2ccco2)Sc2ccccc21
  19% | 16% | 11% | -26% | 0% | 6% | -1% | i
COc1ccccc1/C=C/C(=O)c1c2c(c(C)[nH]c1=O)CCCC2
  0% | 6% | 9% | 4% | 20% | 2% | 13% | -35%[inhibitor]
O=C(CN1CCCCC1)NCCNc1ccc(C(F)(F)F)cc1[N+](=O)[O-]
  -6% | -3% | -6% | -10% | -5% | -11% | -5% | -14%
COc1ccc(S(=O)(=O)N2CCCCC2)cc1-n1cnnn1
  7% | 14% | 8% | -21% | 5% | 1% | -6% | -31%[inhibitor]
Cc1ccc(C)c(NC(=O)C2CCN(C(=O)c3cccs3)CC2)c1
  -2% | 4% | 8% | ? | 5% | -4% | 5% | -13%
CC(C)(CNS(C)(=O)=O)SCc1ccc(Cl)cc1
  -6% | 3% | 7% | 15% | -9% | 1% | 7% | -18%
O=C(Nc1ccccc1N1CCOCC1)c1cc(=O)[nH]c2ccccc12
  -7% | 6% | -7% | -16% | -13% | -8% | 6% | i
O=C(Nc1ccc(O)cc1)c1c(O)c2c([nH]c1=O)CCCC2
  -25% | 9% | 7% | 1% | 12% | -2% | 1% | -7%
Cc1cc(=O)n(C)c(=O)n1CCCCCCOc1cccc([N+](=O)[O-])c1
  ? | -3% | -3% | 20% | . | 11% | 13% | -54%[inhibitor]
CN(C)c1ccc(C(=O)OCC(=O)NC2CCCCC2)cc1
  10% | 6% | 1% | -6% | 22% | 0% | -8% | -6%[57.5 µM]
Cc1cc(C)n(CCOC(=O)c2sc3ccccc3c2Cl)n1
  ? | 9% | 0% | -2% | 19% | ? | -3% | 0%[57.5 µM]
c1coc(CNc2nc3sc4c(c3c3ncnn23)CCCC4)c1
  -1% | ? | 11% | -15% | -17% | -9% | -12% | i
O=C(NCCCn1ccnc1)/C(=C\c1ccccc1Cl)NC(=O)c1ccccc1
  17% | -4% | 11% | -20% | . | 0% | -1% | -19%
CCOc1ccc(NC(=O)C(C)Sc2nnnn2C)cc1 (configuration not stated)
  1% | 7% | 11% | 12% | -24% | 6% | -2% | i
CCOC(=O)c1cn(C2CC2)c2c(F)c(F)c(F)cc2c1=O
  26% | 1% | 8% | 8% | -3% | 0% | 3% | -3%
CC(C)Cc1nnc(NC(=O)CCS(=O)(=O)c2ccc(Cl)cc2)s1
  15% | 10% | 0% | 7% | 10% | 8% | -6% | i
Nc1ccc(S(=O)(=O)N2CCC(Cc3ccccc3)CC2)cc1
  ? | -5% | -18% | -22% | 16% | ? | -26% | i
CCc1nnc(NC(=O)Cc2ccc(OC)c(S(=O)(=O)N3CCOCC3)c2)s1
  12% | 1% | 7% | -1% | -46%[inhibitor] | -1% | 10% | -27%
CC(C)NC(=O)COC(=O)C1CSC2(c3ccc(Br)cc3)CCC(=O)N12 (configuration not stated)
  13% | 8% | 7% | 4% | 17% | 6% | 2% | -5%
Cc1ccc(OC(C)C(=O)N2CC(=O)Nc3ccccc32)cc1 (configuration not stated)
  5% | -1% | -6% | 11% | 11% | ? | -5% | i
COc1ccc(C2OC(=O)c3ccccc3S2)cc1 (configuration not stated)
  8% | 9% | 15% | 5% | -2% | -17% | -17% | i
Cc1cccc(OCc2nc(-c3ccc(Br)o3)no2)c1
  . | 5% | 13% | -20% | 2% | -1% | -11% | -29%
CCc1nnc(N/N=C/c2c(Cl)cccc2Cl)n1N
  2% | -1% | 13% | -1% | 12% | 5% | 3% | -5%
O=C(CNS(=O)(=O)/C=C/c1ccccc1)OC1CCOC1=O (configuration not stated)
  -7% | 10% | 0% | -5% | 5% | -1% | 3% | i

High-throughput results as filed in PubChem BioAssay.
